From PubChem
LEDGF integ inh: blocks HIV-1 LEDGF/p75-dependent DNA integration. TR-FRET IN-LEDGF/p75 DNA integration, Eu/Cy5. inhibition, % at 3.7 µM. 370,000 compounds, 0.64% hits. AID 743269;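 active = inhibition above the screen-wide mean plus 3 SD, cut at about 13% in these data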;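 note: signal is the Cy5 over europium emission ratio at 671 and 618 nm; 0% = plate median of compound wells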
PLC-gamma1 inh: inhibitors of human phospholipase C gamma1; purified PLC-gamma1, fluorogenic substrate, fluorescence; inhibition, % at 12.2 µM; 370,000 compounds, 0.84% hits; in the data active = inhibition above about 9.5%
TDP2 absorb: blocks human TDP2 phosphodiesterase activity; O95551; recombinant TDP2, T5PNP hydrolysis, p-nitrophenol absorbance 415 nm; inhibition, % at 12.8 µM; 370,000 compounds, 0.34% hits;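 active = inhibition above the mean of all tested compounds plus 3 SD, set per campaign, cut at about 25% in these data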;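 note: 0% = DMSO with enzyme and 100% = buffer with substrate but no TDP2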
Target sequence (O95551 whole entry, looked up): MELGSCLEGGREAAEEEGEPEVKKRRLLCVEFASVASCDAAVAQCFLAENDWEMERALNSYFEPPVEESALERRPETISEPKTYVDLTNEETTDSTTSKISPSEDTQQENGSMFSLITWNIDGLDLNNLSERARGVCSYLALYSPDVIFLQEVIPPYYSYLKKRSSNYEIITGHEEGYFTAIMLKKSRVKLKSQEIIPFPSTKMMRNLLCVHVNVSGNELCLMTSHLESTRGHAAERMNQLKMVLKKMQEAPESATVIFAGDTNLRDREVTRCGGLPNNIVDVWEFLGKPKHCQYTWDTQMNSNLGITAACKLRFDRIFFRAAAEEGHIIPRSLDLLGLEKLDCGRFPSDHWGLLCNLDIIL
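System: recombinant human TDP2 / Amount: 120 nM TDP2 per well / Also added: 5 mM T5PNP chromogenic substrate / Doses: 12.8 µM single point, 1% DMSO / Incubation: 2 h at 37 °C / Detection: p-Nitrophenol epi absorbance / Evaluation: % inhibition relative to enzyme-containing and enzyme-free wells / Repeats: singlicate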
ARFGAP1 inh: rat ARFGAP1 inhibition. Arfgap1-stimulated ARF1 GTP hydrolysis, GDP FP detection. inhibition, % at 16.5 µM. 360,000 compounds, 0.26% hits;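 active = inhibition above a per-plate limit, mean inhibition of low control wells plus 3 SD, cut at about 25% in these data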;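 note: 0% = DMSO wells with enzyme and 100% = wells lacking Arfgap1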
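material = rat Arfgap1 catalytic domain, aa 1-136 | also added = human ARF1(Δ1-17)-GTP substrate | compound dosing = one concentration, 16.5 µM, DMSO 1.26% | times = GTP hydrolysis reaction 2 h at 25 °C | measured by = FP, GDP Alexa 633 tracer displaced from anti-GDP antibody, 620/688 nm | evaluation = percent inhibition of Arfgap1-stimulated GTP hydrolysis | replication = single well per compound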
ADAM10 inh: ADAM10 inhibition, QFRET primary screen | recombinant ADAM10, EDANS/DABCYL FRET peptide cleavage, 3 h | inhibition, % at 7 µM | 370,000 compounds, 0.62% hits | AID 720582 | O14672;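 active = inhibition above a per-campaign cutoff equal to the mean of compounds falling between control-based bounds plus 3 SD, cut at about 20% in these data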;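 note: 0% = DMSO wells while the 100% control is not disclosed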
ASAP1 inh: blocks human ASAP1-stimulated Arf1 GTP hydrolysis. Q9ULH1. GDP FP detection. inhibition, % at 16.5 µM. 360,000 compounds, 0.19% hits. AID 624377; in the data active = inhibition above about 25%;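 note: 0% = vehicle with enzyme and substrate and 100% = no enzyme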
DDE Tn7 FP inh: DD(E)-Tn7 binding inhibition, primary FP screen | P02675 | 370,000 compounds, 0.13% hits | inhibition, % at 8.3 µM | FP displacement of FITC-Tn7 peptide from fibrin DD(E); 0% = median of compound wells per plate;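 active = inhibition above the mean of compounds falling within the control limits plus 3 SD of them, cut at about 14% in these data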;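 note: 0% = plate median of compound wells and 100% = 10 µM Aha-Tn7 peptide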
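Measure: % inhibition scaled between sample-field median and high-control FP; Test system: human fibrin DD(E); Quantity: 2 µM final DD(E) protein; Doses: one dose, 8.3 µM nominal; Schedule: compound with protein 10 min, then 3 h after probe, room temperature; Detection: fluorescence polarization; Medium: Tris buffer with calcium and detergent, pH 7.8.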
ADAM17 inh: inhibitors of human ADAM17; inhibition, % at 6.95 µM; recombinant ADAM17, EDANS/DABCYL FRET peptide cleavage; 370,000 compounds, 0.83% hits; P78536; AID 720648;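 active = inhibition above the mean of compounds lying between control limits plus 3 SD, set per campaign, cut at about 8.5% in these data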;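 note: 0% = DMSO-only wells as the low control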
Target sequence (P78536 215-824 limits assumed): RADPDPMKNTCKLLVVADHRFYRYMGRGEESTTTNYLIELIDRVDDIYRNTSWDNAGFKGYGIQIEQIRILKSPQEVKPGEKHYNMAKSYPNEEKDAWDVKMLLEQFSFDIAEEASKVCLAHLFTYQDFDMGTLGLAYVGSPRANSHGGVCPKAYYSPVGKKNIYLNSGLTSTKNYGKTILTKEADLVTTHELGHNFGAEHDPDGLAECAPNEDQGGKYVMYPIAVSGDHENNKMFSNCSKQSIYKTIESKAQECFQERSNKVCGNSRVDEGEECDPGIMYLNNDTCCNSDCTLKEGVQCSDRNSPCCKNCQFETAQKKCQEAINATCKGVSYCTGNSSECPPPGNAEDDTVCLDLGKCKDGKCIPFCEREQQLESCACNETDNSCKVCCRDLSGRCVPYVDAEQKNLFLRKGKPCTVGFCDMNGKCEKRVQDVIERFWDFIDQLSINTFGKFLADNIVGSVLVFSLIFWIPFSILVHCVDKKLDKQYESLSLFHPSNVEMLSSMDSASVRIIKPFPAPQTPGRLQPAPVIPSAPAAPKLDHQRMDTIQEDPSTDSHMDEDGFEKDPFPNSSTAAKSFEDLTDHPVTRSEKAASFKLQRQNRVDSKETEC
Tn6 DDE FP: inhibitors of Tn6 peptide binding to human fibrin DD(E); P02675; Fibrin DD(E) TRITC-Tn6 fluorescence polarization displacement; inhibition, % at 8.3 µM; 370,000 compounds, 0.21% hits;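 active = inhibition above a per-campaign cutoff: mean of compounds within control limits plus 3 SD, cut at about 15% in these data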;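 note: 0% = median of all compound wells on the plate and 100% = blocking peptide control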
proKLK7 act: proKLK7 (human) activation, primary screen. P49862. purified proKLK7, EDANS-DABCYL substrate fluorescence; 100% is mature enzyme control, 0% vehicle. activation, % at 7 µM. 370,000 compounds, 0.9% hits. AID 652039;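 active = activation above the mean of all tested compounds plus 3 SD, computed per campaign excluding outliers beyond control limits, cut at about 13% in these data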
* hit, by the source's call; i = inactive; . = not tested or not shown.

DDE Tn7 FP inh,ASAP1 inh,PLC-gamma1 inh,TDP2 absorb,ADAM10 inh,ADAM17 inh,LEDGF integ inh,ARFGAP1 inh,Tn6 DDE FP,proKLK7 act,Molecule
5,15,-15,5,-29,-10,-3,7,4,0.3,COCCN(CCOC)Cc1cc(=O)oc2cc(C)c(Cl)cc12
1,0,3,3,4,0,1,-5,0,0.1,COC(=O)c1cnn(-c2nc(OC)cc(OC)n2)c1C
-1,16,1,3,-1,-3,5,4,-9,0.0,CCOC(=O)[C@H]1[C@H]2COc3ccc(Br)cc3[C@@H]2N2C(=O)CN(Cc3ccco3)C(=O)[C@@]12C
4,-5,0,-10,-8,-4,2,0,5,0.7,Cc1ccc(S(=O)(=O)N2[C@@H](c3cccc(C)c3)C(C(=O)O)=C[C@H]2C(C)(C)C)cc1
-9,-13,2,5,-5,-2,2,-11,5,0.2,CCC1COCCS(=O)(=O)N1Cc1cccc(C(F)(F)F)c1 (configuration not stated)
-3,-7,1,-19,2,0,4,-5,1,1.3,CN1CCN(NC(=O)c2ccc(Cl)c(S(=O)(=O)Nc3ccc(Cl)cc3)c2)CC1
2,-10,-217,2,-24,-8,0,1,-2,-0.5,Nc1c(C(=O)N2CCCCC2)sc2nc3c(cc12)CCCC3
5,5,3,2,-14,-2,3,10,0,-0.1,Cc1ccccc1NC(=O)COC(=O)c1ccc(S(C)(=O)=O)c([N+](=O)[O-])c1
-1,1,1,7,-5,-3,-1,-5,1,-0.1,COc1ccc(/C=C/C(=O)OCC(=O)NC2CCCCCC2)cc1
3,-10,0,2,5,2,-1,9,-1,0.0,COC(=O)[C@H](Cc1c[nH]c2ccccc12)NC(=O)Nc1ccccc1OC
1,-1,-21,-2,-12,2,-1,-5,-1,-1.4,O=C(O)/C(=C\c1ccc(Cl)c([N+](=O)[O-])c1)c1ccc(S(=O)(=O)N2CCCC2)s1
0,7,1,-1,-10,2,1,3,-1,0.8,O=C1NC[C@@H](CCCCN2C[C@H](Cc3ccccc3)N(CCC3CCCCC3)C(=O)C2=O)N(CC2CCCCC2)C1=O
-10,.,6,-5,0,2,6,.,2,0.3,O=C(OCc1cn(Cc2cccc(F)c2F)nn1)N1CCCC1
-4,7,-1,6,0,-2,3,-10,4,-0.3,O=C(NCCNC(=O)c1ccccn1)c1cccc(F)c1
1,-5,-3,4,0,-3,-3,5,-3,0.2,CC(=O)NCC(=O)OCc1ccc([N+](=O)[O-])cc1
0,2,-10,0,-100,-24,-2,-9,13,-3.3,COc1ccc2[nH]c(=O)c(CN(c3ccccc3OC)S(=O)(=O)c3ccccc3)cc2c1
0,-7,0,-14,0,-2,1,-11,7,-0.2,O=C(CN1C(=O)c2ccccc2C1=O)N1CCN(c2nnc(-c3ccccc3)c3ccccc23)CC1
-4,5,-10,-2,-5,4,2,8,4,0.3,O=C(NCCc1ccccc1)c1cc(S(=O)(=O)N2CCOCC2)ccc1F
-6,-4,0,-7,-3,-3,3,11,-10,-0.2,Cc1ccc(N=Cc2c(O)n(C)c(=O)n(C)c2=O)nc1
3,.,9,-13,-1,-2,2,.,4,0.3,COC(=O)[C@]12C[C@H](CC(=O)N3CCN(C(=O)C4CC4)CC3)C(=O)N(Cc3ccco3)C1=C[C@H](C(C)(C)C)O[C@@H]2C
6,6,-3,-2,-11,1,-2,1,-3,-0.5,O=C(/C=C/c1ccc(OCc2cccc(Cl)c2)cc1)N1CCOCC1
1,-9,2,0,6,3,-1,8,-2,0.5,CCOc1ccc(OCCC(=O)OCC(=O)Nc2cccc(S(=O)(=O)N3CCCCC3)c2)cc1
-3,9,-1,6,-2,-1,0,-8,-9,0.7,COC(=O)C1=C(C(=O)OC)C2(OC1c1ccc(Br)cc1)C(=O)c1ccccc1C2=O (configuration not stated)
-6,2,-163,3,-152,-52,0,2,-7,-1.4,Cc1ccc(Cn2c(/C=C/c3ccco3)nc3ccccc32)cc1
-1,-5,-37,11,-88,-36,-1,14,-6,-2.0,CCSc1nc2sc3c(c2c(=O)n1-c1ccccc1)CCN(C)C3
0,-8,0,7,0,3,2,-8,4,-0.3,CCN(CC)c1ccc(NC(=O)CCCCCN2C(=O)c3ccccc3C2=O)cc1
-6,13,4,-7,5,2,-5,6,0,-0.3,Cc1cc(SCC(=O)N(C)C2CCS(=O)(=O)C2)nc2c(C)cccc12 (configuration not stated)
1,12,2,-13,2,1,4,-14,8,0.1,CCc1ccccc1NC(=O)Cn1c(=O)n(-c2ccc(CC(=O)NCC3CCCO3)cc2)c(=O)c2ccccc21 (configuration not stated)
5,3,1,-2,-1,-3,-1,-4,-3,0.0,COc1ccc(CCNC(=O)CSCc2c(F)cccc2Cl)cc1OC
1,3,11*,8,5,-1,-1,-2,-4,-0.6,Cc1ccc(-n2nc3c(c2NC(=O)c2ccc4c(c2)OCO4)CS(=O)C3)cc1 (configuration not stated)
5,-2,-2,7,-5,-3,-1,-5,7,-0.2,Cc1cccc2nc(CSc3nnnn3-c3ccccc3)cn12
4,9,9,-10,2,4,5,13,-6,0.1,Cc1ccc(C(=O)NCCN2CCC(n3c(=O)[nH]c4ccccc43)CC2)cc1C
-4,-4,-101,-4,-6,3,1,-25,-8,-1.7,COc1cc(/C=N/NC(=O)c2ccc3c(c2)OCCO3)c(Br)c(Br)c1O
2,6,0,6,7,1,0,1,-2,0.3,COC(=O)c1cccc(S(=O)(=O)N2CCCC2)c1
-2,1,-59,30*,-50,-3,17*,0,5,1.6,CCOC(=O)c1c(C)oc2c1c(C=NCc1ccccn1)c(O)c1ccccc12
-2,-15,-2,9,-5,-3,-3,-24,7,-0.4,O=C1CNC(c2ccccc2)C(c2ccccc2)N1 (configuration not stated)
2,-8,2,-2,10,-4,1,2,12,-0.2,O=C(COC(=O)c1ccc(O)cc1)Nc1ccccc1
-4,8,2,7,6,2,2,-1,-1,0.4,C[C@H](NC(=O)c1nc[nH]c1C(=O)NCc1ccccc1)C(=O)OC(C)(C)C
1,8,-1,7,0,-7,-2,8,-5,0.7,COc1ccc(-c2noc(CN3CCCCC3)n2)cc1OC
-11,2,2,8,-3,-3,-2,16,-4,0.0,CCOC(=O)C1CCN(C(=O)c2cccnc2)CC1
7,-19,-1,0,4,-1,3,3,-7,-0.6,O=C(NCc1ccccc1Cl)c1ccc(Cn2cc(C(F)(F)F)ccc2=O)cc1
3,-7,1,-17,2,-4,-2,-6,9,0.2,Cc1ccc(OCC(O)CN2CCN(c3ccccn3)CC2)c(C)c1 (configuration not stated)
-11,7,3,1,-1,0,0,11,4,1.0,CCN(C[C@H]1N[C@@](C)(C(=O)OC)[C@H]2C(=O)N(Cc3ccccc3)C(=O)[C@@H]12)C(=O)COC
-3,14,5,-3,-2,0,3,4,-7,0.1,COc1ccc(-c2cc(C(=O)Nc3ccc(NC(C)=O)cc3)[nH]n2)c(C)c1
2,0,-1,-1,-3,-4,1,-5,4,0.2,Cc1ccc(S(=O)(=O)N2CCN(CC(=O)NC(C)c3ccccc3)CC2)cc1 (configuration not stated)
-2,-2,1,-2,-3,2,-3,-10,-4,-0.7,CCCc1[nH]nc2c1C(c1cccnc1)C(C#N)=C(N)O2 (configuration not stated)
7,4,-4,0,-59,-21,-1,-5,-7,-0.5,COCCNC(=O)c1snc2ccc(Cl)cc12
6,9,0,9,0,-1,-2,-10,5,-0.7,CCCC(=O)Nc1c2c(nn1-c1ccc(OC)cc1)CS(=O)(=O)C2

By substructure, the entries above with an aryl thioether with sulfur outside any ring.
DDE Tn7 FP inh,ASAP1 inh,PLC-gamma1 inh,TDP2 absorb,ADAM10 inh,ADAM17 inh,LEDGF integ inh,ARFGAP1 inh,Tn6 DDE FP,proKLK7 act,Molecule
-1,-5,-37,11,-88,-36,-1,14,-6,-2.0,CCSc1nc2sc3c(c2c(=O)n1-c1ccccc1)CCN(C)C3
-6,13,4,-7,5,2,-5,6,0,-0.3,Cc1cc(SCC(=O)N(C)C2CCS(=O)(=O)C2)nc2c(C)cccc12 (configuration not stated)
5,-2,-2,7,-5,-3,-1,-5,7,-0.2,Cc1cccc2nc(CSc3nnnn3-c3ccccc3)cn12

Other entries follow:
DDE Tn7 FP inh,ASAP1 inh,PLC-gamma1 inh,TDP2 absorb,ADAM10 inh,ADAM17 inh,LEDGF integ inh,ARFGAP1 inh,Tn6 DDE FP,proKLK7 act,Molecule
-3,4,5,-3,3,0,-1,4,-3,-0.1,CCNc1nc(N)nc(-c2cc(Cl)ccc2OC)n1
-2,-4,-1,-12,4,0,-3,2,-3,0.2,CC(=O)Nc1ccc(NCN2C(=O)[C@@H]3[C@H]4CC[C@H](C4)[C@@H]3C2=O)cc1
8,-4,3,-4,3,-3,2,9,-5,-0.7,COc1cc(NC(=O)C2CC(=O)NC3=C2C(=O)CC(C)(C)C3)c(OC)cc1Cl (configuration not stated)
-4,.,-1,-5,-10,-5,1,.,-6,.,Cc1ccc(NC(=O)C2CC3CCC2C3)cc1 (configuration not stated)
3,16,-1,8,-4,-5,2,9,-4,0.2,O=C(CCCOc1ccc(Cl)cc1Cl)Nc1ccncc1
5,13,2,10,0,0,-1,-5,0,0.5,Cc1cccc(C(=O)Nc2nsc(N)n2)c1
-7,12,2,-2,-9,0,-1,-2,0,0.1,COc1ccc(CCC(=O)N2CCN(S(=O)(=O)c3cccc(Cl)c3)CC2)cc1
4,0,i,6,i,i,8,-3,0,32*,Cc1cc(=O)oc2c3c(cc(OCC(=O)N[C@@H](Cc4ccccc4)C(=O)O)c12)OC(C)(C)CC3
3,-12,1,-15,-1,1,2,-5,5,0.7,CSCCC(NC(=O)COc1ccccc1)C(=O)N1CCCC(C(F)(F)F)C1 (configuration not stated)
9,1,-6,4,-26,-6,-1,-9,-2,0.2,COCCNC(=O)C(c1c[nH]c2ccccc12)N(C(=O)c1snc(C(N)=O)c1N)c1cccc(OC)c1 (configuration not stated)
-5,3,10*,-19,15,6,2,6,5,0.6,FC(F)(F)c1ccccc1N/N=C/c1cccnc1
6,5,-1,7,-12,-1,-7,-14,7,0.5,Cc1cc(C)c(OCC(=O)OCC(=O)NNC(=O)c2ccccc2F)c(C)c1
1,20,4,-6,6,2,3,5,4,-0.1,CS(=O)(=O)NCCNc1ccc(C(F)(F)F)cc1[N+](=O)[O-]
5,0,2,0,0,-6,1,5,-4,-0.6,COC(=O)c1cn(CC(=O)N2CCCCC2C)c2ccccc12 (configuration not stated)
